High-throughput results from PubChem.
DDE Tn7 FP inh – DD(E)-Tn7 binding inhibition, primary FP screen; 370,000 compounds, 0.13% hits; FP displacement of FITC-Tn7 peptide from fibrin DD(E); 0% = median of compound wells per plate; inhibition, % at 8.3 µM; AID 720508; P02675;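 active = inhibition above the mean of compounds falling within the control limits plus 3 SD of them, cut at about 14% in these data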;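 note: 0% = plate median of compound wells and 100% = 10 µM Aha-Tn7 peptide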
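Also added: labelled Tn7 tracer, 0.1 µM; Assay system: human fibrin DD(E) protein; Amount: 2 µM fibrin DD(E); Schedule: 10 min compound pre-incubation, 3 h probe incubation at room temperature; Repeats: one replicate per compound; Read-out basis: percent inhibition; Measured by: fluorescence polarization of the labelled Tn7 tracer.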
PRMT1 FP inh – PRMT1 (human) inhibition, primary screen; Q99873; recombinant PRMT1, activity-based probe fluorescence polarization; inhibition, % at 2.79 µM; 370,000 compounds, 1.3% hits;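 active = inhibition above about 21% made by adding two undisclosed values, limit read from the data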
UHRF1 MBD2 ctr – human UHRF1 methylated DNA binding inhibitors; Q96T88; AID 687016; 370,000 compounds, 0.75% hits; UHRF1 binding to methylated oligo, TR-FRET; inhibition, % at 4.4 µM; in the data active = inhibition above about 21%;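 note: UHRF1 SRA domain binding a hemimethylated CpG hairpin DNA probe; 0% = median of test compound wells and 100% = reference inhibitor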
Target sequence (Q96T88 whole entry, looked up, the tested form may be a part): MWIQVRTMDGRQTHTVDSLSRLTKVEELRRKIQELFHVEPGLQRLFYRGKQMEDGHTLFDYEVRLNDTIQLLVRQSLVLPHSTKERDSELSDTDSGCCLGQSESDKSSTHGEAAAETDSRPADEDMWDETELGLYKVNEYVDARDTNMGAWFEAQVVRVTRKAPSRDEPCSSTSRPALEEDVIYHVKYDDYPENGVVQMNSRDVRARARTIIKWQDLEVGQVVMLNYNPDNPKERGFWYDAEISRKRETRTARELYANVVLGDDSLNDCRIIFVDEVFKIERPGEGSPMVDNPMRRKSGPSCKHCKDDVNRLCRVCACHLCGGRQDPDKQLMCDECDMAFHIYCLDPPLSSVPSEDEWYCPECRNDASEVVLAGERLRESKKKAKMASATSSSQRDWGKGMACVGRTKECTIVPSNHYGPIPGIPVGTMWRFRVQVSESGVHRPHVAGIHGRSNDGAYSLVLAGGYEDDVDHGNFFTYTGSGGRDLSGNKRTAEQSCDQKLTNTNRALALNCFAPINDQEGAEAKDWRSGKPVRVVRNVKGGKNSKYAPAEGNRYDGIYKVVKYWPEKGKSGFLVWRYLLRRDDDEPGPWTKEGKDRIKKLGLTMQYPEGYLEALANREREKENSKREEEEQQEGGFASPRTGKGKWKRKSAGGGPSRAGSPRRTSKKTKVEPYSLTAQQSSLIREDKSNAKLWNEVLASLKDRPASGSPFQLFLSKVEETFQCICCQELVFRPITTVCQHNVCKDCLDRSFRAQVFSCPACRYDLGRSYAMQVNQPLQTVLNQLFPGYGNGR
KLK7 zymogen act – activates the human kallikrein-7 zymogen | P49862 | purified proKLK7, EDANS-DABCYL substrate fluorescence; 100% is mature enzyme control, 0% vehicle | activation, % at 7 µM | 370,000 compounds, 0.9% hits;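 active = activation above the mean of all tested compounds plus 3 SD, computed per campaign excluding outliers beyond control limits, cut at about 13% in these data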
Target sequence (P49862 whole entry, looked up): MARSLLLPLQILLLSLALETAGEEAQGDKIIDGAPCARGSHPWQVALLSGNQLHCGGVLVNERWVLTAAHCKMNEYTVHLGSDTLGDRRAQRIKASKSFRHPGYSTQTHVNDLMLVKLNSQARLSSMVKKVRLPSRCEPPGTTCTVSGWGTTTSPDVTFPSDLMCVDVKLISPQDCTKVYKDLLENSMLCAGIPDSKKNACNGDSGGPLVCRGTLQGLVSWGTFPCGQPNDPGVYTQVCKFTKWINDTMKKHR
TCR-CD3 inh – human TCR-CD3 binding inhibition | TAMRA-labeled TCR probe fluorescence, biochemical | inhibition, % at 9.4 µM | 360,000 compounds, 0.37% hits; in the data active = inhibition above about 19%;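 note: recombinant mutant TCR 2C K166C tagged with TAMRA read by polarization; 0% = receptor in buffer alone and 100% = receptor with positive control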
DDE Tn6 FP inh – DD(E)-Tn6 binding inhibition, primary FP screen. inhibition, % at 8.3 µM. AID 720509. 370,000 compounds, 0.21% hits. Fibrin DD(E) TRITC-Tn6 fluorescence polarization displacement;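 active = inhibition above a per-campaign cutoff: mean of compounds within control limits plus 3 SD, cut at about 15% in these data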;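 note: 0% = median of all compound wells on the plate and 100% = blocking peptide control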
TDP2 inh – TDP2 (human) inhibition, absorbance primary screen. O95551. recombinant TDP2, T5PNP hydrolysis, p-nitrophenol absorbance 415 nm. inhibition, % at 12.8 µM. 370,000 compounds, 0.34% hits. AID 720702;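 active = inhibition above the mean of all tested compounds plus 3 SD, set per campaign, cut at about 25% in these data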;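 note: 0% = DMSO with enzyme and 100% = buffer with substrate but no TDP2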
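test system = human TDP2 enzyme | input = TDP2 enzyme at 120 nM final | medium = 50 mM Tris-HCl pH 7.5 with Mg2+, KCl, DTT, BSA | also added = T5PNP substrate, 5 mM | times = 2 h at 37 °C | technique = epi absorbance | benchmarks = high control without enzyme, low control DMSO plus TDP2 | replication = each compound tested once, singlicate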
SIAE primary – blocks human sialic acid acetylesterase. Q9HAT2. SIAE FP-Rh probe binding, fluorescence polarization. inhibition, % at 9.66 µM. 370,000 compounds, 0.69% hits;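 active = inhibition above a cutoff: mean of compounds within the control limits plus 3 SD of those, cut at about 17% in these data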;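 note: 0% = plate median of compound wells and 100% = probe without SIAE protein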
MBD2 DNA inh – blocks human MBD2 binding to methylated DNA; Q9UBB5; TR-FRET, MBD2 binding to methylated oligonucleotide; inhibition, % at 4.4 µM; 370,000 compounds, 0.31% hits; AID 686964; in the data active = inhibition above about 13%
LEDGF integ inh – blocks HIV-1 LEDGF/p75-dependent DNA integration; inhibition, % at 3.7 µM; AID 743269; TR-FRET IN-LEDGF/p75 DNA integration, Eu/Cy5; 370,000 compounds, 0.64% hits;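 active = inhibition above the screen-wide mean plus 3 SD, cut at about 13% in these data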;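 note: signal is the Cy5 over europium emission ratio at 671 and 618 nm; 0% = plate median of compound wells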
Numbers without * were called inactive.

Results for Cc1ccc(S(=O)(=O)NCCC(=O)N2CC(C)OC(C)C2)cc1C (stereo unspecified) ?
DDE Tn7 FP inh: -6; PRMT1 FP inh: -1; UHRF1 MBD2 ctr: 3; KLK7 zymogen act: 0.3; TCR-CD3 inh: 4; DDE Tn6 FP inh: 10; TDP2 inh: -12; SIAE primary: -6; MBD2 DNA inh: 4; LEDGF integ inh: 3

Results for O=C(Oc1ccc(N2C(=O)CCC2=O)cc1)c1ccccc1Cl ?
DDE Tn7 FP inh: -5; PRMT1 FP inh: 2; UHRF1 MBD2 ctr: 3; KLK7 zymogen act: -0.4; TCR-CD3 inh: -1; DDE Tn6 FP inh: -3; TDP2 inh: -5; SIAE primary: 2; MBD2 DNA inh: 3; LEDGF integ inh: 4

How did O=C(O)c1ccc(NC(=O)c2cccc(C(=O)Nc3ccc(C(=O)O)cc3)n2)cc1 do in these assays?
DDE Tn7 FP inh: 3; PRMT1 FP inh: 4; UHRF1 MBD2 ctr: 2; KLK7 zymogen act: 0.3; TCR-CD3 inh: -10; DDE Tn6 FP inh: 7; TDP2 inh: -7; SIAE primary: 8; MBD2 DNA inh: 5; LEDGF integ inh: -5

Results for O=C(NNC(=S)Nc1ccccc1Cl)c1ccncc1 ?
DDE Tn7 FP inh: -2; PRMT1 FP inh: -3; UHRF1 MBD2 ctr: 0; KLK7 zymogen act: -0.2; TCR-CD3 inh: -2; DDE Tn6 FP inh: -7; TDP2 inh: -6; SIAE primary: 3; MBD2 DNA inh: -2; LEDGF integ inh: -2

How did Oc1ccc(/C=N/Nc2nc(N3CCCC3)nc(N3CCCC3)n2)cc1O do in these assays?
DDE Tn7 FP inh: -1; PRMT1 FP inh: 4; UHRF1 MBD2 ctr: 17; KLK7 zymogen act: -9.0; TCR-CD3 inh: 5; DDE Tn6 FP inh: -2; TDP2 inh: 2; SIAE primary: 7; MBD2 DNA inh: 3; LEDGF integ inh: -12

What do the screens show for `O=C(c1cccc(C(F)(F)F)c1)N1CCN(C2CCCCC2)CC1`?
DDE Tn7 FP inh: -3; PRMT1 FP inh: 0; UHRF1 MBD2 ctr: -4; KLK7 zymogen act: 0.0; TCR-CD3 inh: 4; DDE Tn6 FP inh: -1; TDP2 inh: -6; SIAE primary: -1; MBD2 DNA inh: -2; LEDGF integ inh: 4

How did COc1cc2c(=O)n(CCC(=O)NCC3CCCO3)c(=O)n(CC(=O)Nc3ccccc3C)c2cc1OC (stereo unspecified) do in these assays?
DDE Tn7 FP inh: 0; PRMT1 FP inh: -2; UHRF1 MBD2 ctr: -1; KLK7 zymogen act: 0.1; TCR-CD3 inh: -3; DDE Tn6 FP inh: 1; TDP2 inh: -1; SIAE primary: 4; MBD2 DNA inh: 2; LEDGF integ inh: 0

How did CCOC(=O)/C(O)=C/c1ncc(C(F)(F)F)cc1Cl do in these assays?
DDE Tn7 FP inh: 4; PRMT1 FP inh: -2; UHRF1 MBD2 ctr: -3; KLK7 zymogen act: 0.5; TCR-CD3 inh: 3; DDE Tn6 FP inh: 9; TDP2 inh: 2; SIAE primary: -2; MBD2 DNA inh: -4; LEDGF integ inh: 1

Results for CCOc1ccccc1CN1CCNC(=O)C1CC(=O)N(C)CCc1ccccn1 (stereo unspecified) ?
DDE Tn7 FP inh: 2; PRMT1 FP inh: -2; UHRF1 MBD2 ctr: -4; KLK7 zymogen act: -0.3; TCR-CD3 inh: -1; DDE Tn6 FP inh: -4; TDP2 inh: 20; SIAE primary: 1; MBD2 DNA inh: -3; LEDGF integ inh: 1

Results for O=C(Nc1cc([N+](=O)[O-])ccc1F)C1CCN(S(=O)(=O)c2cccs2)CC1 ?
DDE Tn7 FP inh: 5; PRMT1 FP inh: 1; UHRF1 MBD2 ctr: 0; KLK7 zymogen act: -0.4; TCR-CD3 inh: -3; DDE Tn6 FP inh: -4; TDP2 inh: -1; SIAE primary: 3; MBD2 DNA inh: 3; LEDGF integ inh: -2

How did CC(C)Cn1c(N)c(C(=O)NCC2CCCO2)c2nc3ccccc3nc21 (stereo unspecified) do in these assays?
DDE Tn7 FP inh: -4; PRMT1 FP inh: -1; UHRF1 MBD2 ctr: 1; KLK7 zymogen act: -28; TCR-CD3 inh: 2; DDE Tn6 FP inh: -4; TDP2 inh: 8; SIAE primary: 3; MBD2 DNA inh: -7; LEDGF integ inh: 5

Results for CCC1(C(=O)c2ccccc2)C(c2ccc([N+](=O)[O-])cc2)C1(C(=O)OC)C(=O)OC (stereo unspecified) ?
DDE Tn7 FP inh: -7; PRMT1 FP inh: -1; UHRF1 MBD2 ctr: 2; KLK7 zymogen act: 0.7; TCR-CD3 inh: -2; DDE Tn6 FP inh: -9; TDP2 inh: 10; SIAE primary: -4; MBD2 DNA inh: 3; LEDGF integ inh: 0

How did Cn1c(=O)c2c([nH]c(=O)n2C)n(C)c1=O do in these assays?
DDE Tn7 FP inh: 4; PRMT1 FP inh: -2; UHRF1 MBD2 ctr: 1; KLK7 zymogen act: 0.1; TCR-CD3 inh: 1; DDE Tn6 FP inh: 1; TDP2 inh: -1; SIAE primary: 1; MBD2 DNA inh: 1; LEDGF integ inh: 0

How did CC(C)CNS(=O)(=O)c1ccc(OCC(=O)NCc2ccco2)cc1 do in these assays?
DDE Tn7 FP inh: 7; PRMT1 FP inh: 2; UHRF1 MBD2 ctr: -1; KLK7 zymogen act: 0.5; TCR-CD3 inh: 5; DDE Tn6 FP inh: 3; TDP2 inh: 2; SIAE primary: -1; MBD2 DNA inh: 0; LEDGF integ inh: -2

What do the screens show for `CCOc1ccc(C(c2c(NC(=O)c3ccco3)sc(C)c2C)N2CCOCC2)cc1` (stereo unspecified)?
DDE Tn7 FP inh: -6; PRMT1 FP inh: -1; UHRF1 MBD2 ctr: 0; KLK7 zymogen act: -3.2; TCR-CD3 inh: 0; DDE Tn6 FP inh: 1; TDP2 inh: -7; SIAE primary: 0; MBD2 DNA inh: -2; LEDGF integ inh: 1

What do the screens show for `CN(C)N=Nc1ccc(S(=O)(=O)NC(=O)Cc2ccccc2)cc1`?
DDE Tn7 FP inh: 2; PRMT1 FP inh: -3; UHRF1 MBD2 ctr: -1; KLK7 zymogen act: 0.8; TCR-CD3 inh: 7; DDE Tn6 FP inh: -8; TDP2 inh: 7; SIAE primary: 4; MBD2 DNA inh: -4; LEDGF integ inh: 5

What do the screens show for `C/C(Sc1nnc(Cc2ccccc2)o1)=C(\O)c1ccccc1`?
DDE Tn7 FP inh: -2; PRMT1 FP inh: -2; UHRF1 MBD2 ctr: 9; KLK7 zymogen act: 0.4; TCR-CD3 inh: -1; DDE Tn6 FP inh: 2; TDP2 inh: 0; SIAE primary: 4; MBD2 DNA inh: -3; LEDGF integ inh: 0

How did COc1ccccc1NS(=O)(=O)c1ccc(C(=O)NCCCn2ccnc2)cc1 do in these assays?
DDE Tn7 FP inh: 1; PRMT1 FP inh: -6; UHRF1 MBD2 ctr: -2; KLK7 zymogen act: -0.5; TCR-CD3 inh: 7; DDE Tn6 FP inh: 3; TDP2 inh: -8; SIAE primary: -1; MBD2 DNA inh: -4; LEDGF integ inh: -1

Results for CCOC(=O)Nc1cc(OCC)c(NC(=O)C2CC2)cc1OCC ?
DDE Tn7 FP inh: 7; PRMT1 FP inh: -1; UHRF1 MBD2 ctr: 1; KLK7 zymogen act: 0.1; TCR-CD3 inh: 1; DDE Tn6 FP inh: -10; TDP2 inh: 6; SIAE primary: -1; MBD2 DNA inh: -7; LEDGF integ inh: -3

Results for CCOC(=O)C1CCN(S(=O)(=O)CCNC(=O)c2ccccc2)CC1 ?
DDE Tn7 FP inh: -2; PRMT1 FP inh: 3; UHRF1 MBD2 ctr: 0; KLK7 zymogen act: 0.5; TCR-CD3 inh: -8; DDE Tn6 FP inh: 1; TDP2 inh: 5; SIAE primary: 3; MBD2 DNA inh: 2; LEDGF integ inh: 1

What do the screens show for `COCCCN(C(=O)c1cc2c(s1)CCCCC2)c1c(N)n(Cc2ccccc2)c(=O)[nH]c1=O`?
DDE Tn7 FP inh: 1; PRMT1 FP inh: -2; UHRF1 MBD2 ctr: -1; KLK7 zymogen act: 0.4; TCR-CD3 inh: 2; DDE Tn6 FP inh: 4; TDP2 inh: -7; SIAE primary: 3; MBD2 DNA inh: 3; LEDGF integ inh: 2

What do the screens show for `CCCCn1cnc2c(SCc3ccccc3)nc(N)nc21`?
DDE Tn7 FP inh: -1; PRMT1 FP inh: 8; UHRF1 MBD2 ctr: 6; KLK7 zymogen act: -0.4; TCR-CD3 inh: -7; DDE Tn6 FP inh: -3; TDP2 inh: -9; SIAE primary: -2; MBD2 DNA inh: 7; LEDGF integ inh: -4

Results for C[C@@H]1CN([C@@H](C)CO)C(=O)c2cc(NC(=O)C3CCCCC3)ccc2O[C@@H](C)CCCCO[C@H]1CN(C)S(=O)(=O)c1ccc(Cl)cc1 ?
DDE Tn7 FP inh: 0; PRMT1 FP inh: 5; UHRF1 MBD2 ctr: 3; KLK7 zymogen act: -0.2; TCR-CD3 inh: 1; DDE Tn6 FP inh: 4; TDP2 inh: -2; SIAE primary: -4; MBD2 DNA inh: 3; LEDGF integ inh: -3

How did CC1(C)NC(=O)N(CC(O)CN(c2cccc([N+](=O)[O-])c2)S(=O)(=O)c2ccccc2)C1=O (stereo unspecified) do in these assays?
DDE Tn7 FP inh: -1; PRMT1 FP inh: -1; UHRF1 MBD2 ctr: 0; KLK7 zymogen act: -0.1; TCR-CD3 inh: 4; DDE Tn6 FP inh: 2; TDP2 inh: -12; SIAE primary: -3; MBD2 DNA inh: -5; LEDGF integ inh: -2

Of the compounds above, these have an aryl methoxy group:
How did COc1cc2c(=O)n(CCC(=O)NCC3CCCO3)c(=O)n(CC(=O)Nc3ccccc3C)c2cc1OC (stereo unspecified) do in these assays?
DDE Tn7 FP inh: 0; PRMT1 FP inh: -2; UHRF1 MBD2 ctr: -1; KLK7 zymogen act: 0.1; TCR-CD3 inh: -3; DDE Tn6 FP inh: 1; TDP2 inh: -1; SIAE primary: 4; MBD2 DNA inh: 2; LEDGF integ inh: 0

How did COc1ccccc1NS(=O)(=O)c1ccc(C(=O)NCCCn2ccnc2)cc1 do in these assays?
DDE Tn7 FP inh: 1; PRMT1 FP inh: -6; UHRF1 MBD2 ctr: -2; KLK7 zymogen act: -0.5; TCR-CD3 inh: 7; DDE Tn6 FP inh: 3; TDP2 inh: -8; SIAE primary: -1; MBD2 DNA inh: -4; LEDGF integ inh: -1
